# Compound activity (PubChem BioAssay)
# Abeta yeast res – qHTS for compounds that reverse cellular toxicity of Amyloid beta (A-beta) peptide in yeast: Primary Screen. yeast expressing A-beta42, growth rescue, OD600, 48 h; response scale: 0% DMSO, 100% iron-clioquinol control. Potency, µM (doses to about 46.1 µM), for inactives: top-dose growth rescue, hits mostly activators. actives 0.063% (n = 410,000). AID 1347071, 2019; further: potency means the concentration at half of the fitted maximal effect; nearly all actives have a fitted effect of over 55% in size
#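 Growth rescue measured by 600 nm absorbance after 48 h yeast culture at 30 C with compound. Values normalized between DMSO and an equimolar ferric chloride plus clioquinol control.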
# WRN helicase inh – qHTS for Inhibitors of WRN Helicase. actives 0.46% (n = 360,000). AID 651768, 2012. Bifunctional 3'-5' exonuclease/ATP-dependent helicase WRN (Homo sapiens), Q14191. WRN helicase unwinding, fluorescent forked duplex, kinetic. Potency, µM (series often up to 114 µM), for inactives: at the top dose activity change, negative = inhibition, usual class: inhibitors; further: potency means the concentration at half of the fitted maximal effect; on the % scale 0 is the no-effect control and ±100 the full control effect; nearly all actives have a fitted effect of over 55% in size
#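 Fluorescence dequenching readout, ex 525 nm/em 598 nm, kinetic mode: forked duplex DNA (100 nM final) with adjacent fluorophore and quencher unwound by WRN (20 nM final) with 2 mM ATP. Compound preincubation 15 min, room temperature.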
# aSyn yeast inh – qHTS of alpha-syn Inhibitors; AID 652106, 2013; Yeast expressing alpha-synuclein, growth rescue, BacTiter-Glo, 24 h; actives 0.14% (n = 370,000); Potency, µM (doses to about 46.1 µM), inactives show top-dose growth rescue (activation), usual class: activators; further: potency means the concentration at half of the fitted maximal effect; % of control where 0% means no effect; nearly all actives have a fitted effect of over 65% in size
#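 Readout is rescue of growth in alpha-synuclein-expressing yeast, so inhibitors of toxicity appear as activators. Growth after 24 hr at 30 deg C in galactose medium is quantified by luminescence.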
# IL2 activator – qHTS of IL-2 Activators; IL-2 activation reporter assay, cell-based qHTS; stimulated with anti-CD3/CD4/CD28 beads; in transgenic mouse T cells; actives 0.065% (n = 360,000); AID 652025, 2013; activation, % (series mostly up to about 46 µM); in the data active means activation above about 50%; inconclusive means mostly about 30% to 49%; further: 0% is about no effect
#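 Unstimulated transgenic mouse T cells, 750 per well, received compound and, after 60 minutes, anti-CD3/anti-CD4 bead plus anti-CD28 stimulation. EGFP and DsRed were quantified after 18 hours.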
# EPAC1 antag – qHTS for Antagonist of cAMP-regulated guanine nucleotide exchange factor 3 (EPAC1): primary screen; EPAC1 GEF assay, Rap1b-BODIPY-GDP exchange fluorescence; Potency, µM (highest dose often 115 µM), inactives show at the highest dose activity change, negative = inhibition, usual class: inhibitors; actives 0.14% (n = 360,000); AID 720709, 2013;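 further: potency means the concentration at half of the fitted maximal effect; plate controls were vehicle for no effect and positive control for full effect; nearly all actives have a fitted effect of over 50% in size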
# PLK1 PBD block – qHTS for Inhibitors of PLK1-PDB (polo-like kinase 1 - polo-box domain): Primary Screen. AID 720504, 2013. actives 2.8% (n = 360,000). Plk1 PBD binding of FITC phosphopeptide, fluorescence polarization. Potency, µM, inactives show max response, negative = inhibition, usual class: inhibitors. Serine/threonine-protein kinase PLK1 (Homo sapiens), P53350; further: potency means the concentration at half of the fitted maximal effect; series mostly up to about 57 µM; on the % scale 0 is the no-effect control and ±100 the full control effect; nearly all actives have a fitted effect of over 65% in size
# Target sequence (P53350 whole entry, looked up, the tested form may be a part): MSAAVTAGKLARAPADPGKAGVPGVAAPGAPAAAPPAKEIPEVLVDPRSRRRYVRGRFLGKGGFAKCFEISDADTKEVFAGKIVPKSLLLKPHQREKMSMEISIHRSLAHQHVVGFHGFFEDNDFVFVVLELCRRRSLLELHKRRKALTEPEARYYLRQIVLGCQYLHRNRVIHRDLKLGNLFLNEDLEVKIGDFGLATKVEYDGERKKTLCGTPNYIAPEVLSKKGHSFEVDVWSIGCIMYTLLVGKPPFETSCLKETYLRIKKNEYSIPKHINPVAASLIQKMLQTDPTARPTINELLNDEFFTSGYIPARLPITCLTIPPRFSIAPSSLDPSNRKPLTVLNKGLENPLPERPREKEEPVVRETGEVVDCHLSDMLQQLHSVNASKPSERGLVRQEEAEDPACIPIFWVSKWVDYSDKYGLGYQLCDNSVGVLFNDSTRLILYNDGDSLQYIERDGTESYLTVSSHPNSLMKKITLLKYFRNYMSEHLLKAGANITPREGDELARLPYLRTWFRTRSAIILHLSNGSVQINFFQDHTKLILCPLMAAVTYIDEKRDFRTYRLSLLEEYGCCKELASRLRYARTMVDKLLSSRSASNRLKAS
# PI5P4Ka inh – qHTS for Inhibitors of phosphatidylinositol 5-phosphate 4-kinase (PI5P4K); PI5P4Kalpha enzyme, ADP-Glo luminescence, 60 min; active compounds read low; actives 1.2% (n = 330,000); max response, %; active means max response of -50% or lower; inconclusive means between -30% and -50%; inactive means -30% or higher; further: value at the top dose of about 77 µM; on the % scale 0 is the no-effect control and ±100 the full control effect
# Target sequence (P48426 whole entry, looked up): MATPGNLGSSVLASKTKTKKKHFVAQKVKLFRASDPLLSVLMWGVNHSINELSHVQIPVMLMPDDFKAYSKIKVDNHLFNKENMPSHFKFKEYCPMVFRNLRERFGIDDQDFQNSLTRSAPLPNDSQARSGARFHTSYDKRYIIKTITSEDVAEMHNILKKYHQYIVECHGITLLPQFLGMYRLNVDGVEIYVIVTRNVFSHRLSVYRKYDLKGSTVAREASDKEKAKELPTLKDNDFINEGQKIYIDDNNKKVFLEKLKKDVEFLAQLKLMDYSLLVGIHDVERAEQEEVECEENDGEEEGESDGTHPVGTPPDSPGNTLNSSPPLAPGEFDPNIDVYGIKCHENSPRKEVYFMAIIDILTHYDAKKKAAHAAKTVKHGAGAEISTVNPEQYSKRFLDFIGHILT
#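 ADP-Glo luminescence end-point read after a 60 min room-temperature kinase reaction of PI5P4Kalpha plus substrate, initiated with ATP at 5 microM final. Buffer: 0.038 M HEPES pH 7.4, EGTA, 0.1% CHAPS, 5% DMSO.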
# FUS yeast rescue – qHTS for Suppressors of FUS Proteinopathy: Primary screen using FUS-linked yeast assay; Potency, µM (doses to about 76.6 µM), without a hit: at the highest dose growth rescue (activation), actives largely listed as activators; S. cerevisiae FUS-expressing, growth rescue, OD600, 24 h; actives 0.24% (n = 390,000); AID 1347120, 2019;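 further: potency means the concentration at half of the fitted maximal effect; plate controls were DMSO vehicle for no effect and reference control for full effect; nearly all actives have a fitted effect of over 55% in size; some results filed as inactive show a strong effect at the top dose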
#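 Cultures pregrown in 2.5% raffinose medium are shifted to minimal medium containing 2% galactose to express toxic FUS. Compounds are tested at several concentrations. After 24hr at 30C, growth is quantified at 600 nm absorbance.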
# EPAC1 agonist – qHTS for Agonist of cAMP-regulated guanine nucleotide exchange factor 3 (EPAC1): primary screen. Rap guanine nucleotide exchange factor 3 (Homo sapiens), O95398. EPAC1 agonist qHTS, biochemical assay; response scale: 100% = response to 6.5 mM cAMP. Potency, µM (highest dose often 154 µM), without a hit: at the top dose activation, actives largely listed as activators. actives 0.073% (n = 360,000). AID 720707, 2013; further: potency means the concentration at half of the fitted maximal effect; nearly all actives have a fitted effect of over 60% in size
#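 Compounds were pinned as a concentration titration into mixtures of EPAC1 (100 nM), BODIPY-GDP-loaded Rap1B (250 nM) and GDP (50 uM). After 5 min at room temperature, fluorescence was followed for 30 min; activity was scaled to 6.5 mM cAMP.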
# * = called active by the depositor; ? = inconclusive; nt = not tested or not shown; & = joins results of further samples; [ ] = remark or other dose. Unless noted, the call rests on the fitted dose curve; in most records, active means well fitted curve in the direction sought with a large enough effect; inconclusive means small, poorly fitted or top-dose-only effect, or another doubt; inactive means no such curve, though single readings can be large; an effect the other way counts as inactive or inconclusive.
# Sequence of screens – Abeta yeast res | WRN helicase inh | aSyn yeast inh | IL2 activator | EPAC1 antag | PLK1 PBD block | PI5P4Ka inh | FUS yeast rescue | EPAC1 agonist
COc1cc(OC)c(OC)cc1CNC1CCCCCC1
    -18% | 2% | -5% | -1.3 | -5% | -8% | nt | 25% | 7%
CC1(C)OC(=O)C2=C(C[C@@H](C3CC3)O[C@H]2c2ccc(Cl)cc2)O1
    8% | -3% | 6% | 0.7 | -7% | -3% | 8 | 5% | 1%
COc1ccc(CCNC(=O)c2cccs2)cc1OC
    4% | 2% | -2% | -0.8 | -18% | -19% | -3 | 22% | 7%
CN(CC(=O)Nc1ccc(Cl)c(S(=O)(=O)N2CCOCC2)c1)C(=O)c1ccc(C#N)cc1
    -4% | -5% | 2% | 0.1 | 2% | -1% | 7 | -5% | 11%
Cc1cccc(Nc2ncnc3c2cnn3C)c1
    9% | -3% | -9% | -2.4 | -7% | -3% | -19 | -32% | -3%
COCC(C)n1c(C)cc(C(=O)CSc2nnnn2-c2ccc(O)cc2)c1C (stereo not drawn)
    -2% | 2% | 2% | 0.1 | -19% | -11% | 1 | 23% | -3%
Cn1c(Cn2c(=O)sc3ccccc32)nnc1SCc1ccccn1
    2% | -5% | 1% | 0.5 | 1% | -5% | nt | 21% | 5%
COc1ccccc1C1CC(=O)NC(C)=C1C(=O)OCC(C)C (stereo not drawn)
    -7% | -4% | -5% | 0.0 | 5% | -5% | 1 | 1% | 4%
Cn1nc(C(F)(F)F)c(-c2cccc(C(F)(F)F)c2)c1NC(=O)c1cccnc1
    4% | -12% | 0% | -0.1 | -8% | -18% | -7 | 20% | -10%
CCCCNC(=O)C(Cc1ccccc1)NS(=O)(=O)c1ccc2c(c1)c(=O)n(C)c(=O)n2C (stereo not drawn)
    -15%&-6% | 8% | 5% | -4.6 | 14% | 3% | -5 | 0%&9% | -6%
CC(C)(C)c1nc2scc(-c3ccc(Br)cc3)c2c(=O)o1
    -2% | -13% | -3% | -0.9 | -1% | -5% | -6 | -14% | 2%
Cc1ccc2nc(-c3ccncc3)cc(C(=O)NCCc3ccc(F)cc3)c2c1
    -6% | -15% | 4% | 1.0 | -10% | -14% | -4 | 15% | -2%
Cc1c(NS(=O)(=O)c2ccc(NC3CCCC3)c([N+](=O)[O-])c2)c(=O)n(-c2ccccc2)n1C
    5% | -13% | 1% | 2.5 | -11% | -17% | -2 | 1% | 3%
S=C(Nc1ccccc1)Nc1ccc(Br)cn1
    ? | -4% | 0% | -3.2 | -20% | -21% | -1 | 17% | 0%
Cc1ccccc1/C=N/Nc1nc2ccccc2c(=O)n1O
    -38%[inhibitor] | -12%[57.1 µM] | -14% | 0.6 | -6% | 12µM* | -14 | 7% | -1%
CCOc1ccccc1C1C(C#N)=C(N)N(N(C)C)C2=C1C(=O)CCC2 (stereo not drawn)
    -15% | 11% | 0% | -0.6 | -5% | 4% | -7 | 12% | -7%
COc1ccc(-c2cc(C(F)(F)F)n3ncc(C(=O)NCC4CCCO4)c3n2)cc1OC (stereo not drawn)
    -5% | 0% | 4% | 19 | 4% | -18% | 4 | 3% | 21%
Nc1nc2c(c(=O)[nH]1)CN(Cc1ccccc1)CC2
    -2% | -2% | -2% | 0.6 | 3% | -15% | -1 | -8% | 3%
CCc1[nH]nc(C(=O)N2CCCC(C(=O)c3cccc(C(F)(F)F)c3)C2)c1C (stereo not drawn)
    -4% | -14% | 7% | -4.0 | 31% | -5% | 1 | 24% | -6%
CCOC(=O)C1CCCN(C(=O)CCCn2nnnc2CN2CCOCC2)C1 (stereo not drawn)
    24% | -4%[57.1 µM] | -1% | 1.0 | 3% | -2% | 10 | 24% | 0%
O=C(COC(=O)COc1ccccc1F)Nc1ccc2c(c1)OCO2
    -8% | 0% | -9% | 0.6 | -24% | -9% | -3 | -5% | 2%
c1cnc(SCCCOc2ccc3ccccc3c2)nc1
    -1% | -7% | -2% | 4.8 | ? | -3% | 22 | 13% | 8%
Cc1cc(C)n(CC(=O)N2N=C(C(F)F)CC2(O)C(F)F)n1 (stereo not drawn)
    -11% | 11% | -6% | 0.1 | -2% | -4% | -4 | -19% | -6%
Cc1ccc2oc(=O)n(CC(=O)OC(C)C)c2c1
    -8% | 10% | -11% | 0.1 | -5% | 1% | -7 | -5% | -12%
Cc1ccc(C(=O)Nc2cc(C)c(OCC(=O)N3CCOCC3)c(C)c2)cc1
    9% | 2% | 2% | -0.8 | 14% | -11% | 1 | 11% | 2%
O=C(NCc1ccccn1)C1CCC(=O)N(Cc2ccc(Cl)cc2)C1 (stereo not drawn)
    2% | -1% | 6% | -3.2 | 19% | -2% | 3 | -10% | -3%
COc1cccc2[nH]c3c(=O)n(CCN(C)C)cnc3c12
    15% | -1% | 4% | -0.6 | -5% | -2% | 0 | -2% | 0%
COc1ccc(CN(C)C(=O)c2cccc(S(=O)(=O)N3CCN(c4ccccc4)CC3)c2)c(OC)c1OC
    27% | -7% | 3% | -7.0 | -16% | 5% | 2 | 23% | 10%
Cc1ccc(C)c(NC(=O)CS(=O)(=O)c2cn(C)c3ccccc23)c1
    -1% | -17% | -4% | 0.8 | 4% | -5% | nt | 0% | -1%
Cc1ccc(-n2ncc(Cl)c2C(=O)NC2CC2)cc1
    -11% | -3% | -9% | -3.3 | 2% | 3% | 3 | -7% | 0%
Cc1c(NC(=O)C(=O)/C=C(\O)c2ccc(Cl)cc2)c(=O)n(-c2ccccc2)n1C
    4% | -13% | 3% | -0.5 | -18% | 0% | -2 | nt | 1%
CCN1CCCC1CNc1ccc(S(C)(=O)=O)cc1[N+](=O)[O-] (stereo not drawn)
    2% | -2% | -2% | 0.3 | 3% | -5% | -3 | -14% | 8%
Cc1nn(-c2ccccc2)c(C)c1NC(=O)COc1ccccc1C#N
    -9% | 10% | -4% | 1.2 | -6% | -3% | -13 | -20% | -6%
CCc1ccccc1NC(=O)Cc1ccc(-n2cccc2)cc1
    0% | -6% | 0% | -0.5 | 11% | 7.5µM* | ? | nt | 9%
CCOC(=O)c1ccc(NC(=O)CSC2=NC(=O)C(CC)C(=O)N2)cc1 (stereo not drawn)
    21% | -6% | 3% | -1.4 | 2% | -10% | -1 | 14% | 6%
Cc1csc(N(C(=O)c2cccc(S(=O)(=O)N3CCCC3)c2)c2ccccc2)n1
    2% | -9% | -1% | -0.3 | 3% | -5% | -6 | -4% | 8%
CC1CCCC(C)N1CCCNC(=O)CN1C(=O)c2cccnc2Oc2ccc(Cl)cc21 (stereo not drawn)
    -3% | -5% | -6% | -3.6 | -5% | 1% | 3 | -10% | -1%
Cc1cccc(NCN2C(=O)C3C4C=CC(C4)C3C2=O)c1 (stereo not drawn)
    19% | -11% | 0% | -1.6 | -4% | -5% | nt | -18% | 3%
CN(C)S(=O)(=O)c1cccc(NC(=O)c2ccc(-n3cncn3)c([N+](=O)[O-])c2)c1
    -7% | -3% | -4% | -1.4 | -10% | 0% | -1 | 16% | 2%
O=C(CSc1ccccn1)Nc1ccc2c(c1)oc1ccccc12
    -4% | -10% | -3% | 0.6 | 7% | 4% | -1 | nt | 7%
COc1cccc(OCC(=O)NNC(=O)CCc2ccccc2)c1
    0% | -1% | 5% | 0.3 | -16% | -1% | 0 | -14% | 4%
Cc1nn(CC(=O)NN)c(C)c1Br
    3% | -3% | 1% | -0.3 | -9% | 2% | 2 | -2% | 0%
CCCCN(C=O)c1c(CC)nc2c(OCCC3CCCCC3)cccn12
    -72%[inhibitor] | -10% | 7% | -0.7 | -21% | -1% | -11 | 16% | -8%
CCOC(=O)N1CCN(C(=O)c2ccc(CN(c3ccccc3)S(C)(=O)=O)cc2)CC1
    -3% | 10% | -1% | -2.0 | -9% | -5% | -7 | -15% | 9%
CCCOc1ccccc1OCC(=O)N1CCN(S(=O)(=O)c2ccc(Cl)cc2)CC1
    ? | -5% | 6% | -0.2 | -6% | -9% | 7 | 41% | 22%
O=S(=O)(NCc1ccc(Cl)cc1)NCc1ccccc1F
    18% | -11% | 9% | -4.3 | -16% | -19% | 6 | 6% | -5%
COc1ccc(OC(C)C(=O)Nc2cccnc2)cc1 (stereo not drawn)
    -5% | 2% | nt | -1.0 | 7% | 1% | 2 | -6% | 0%
O=C(NC1CCCCC1)C(C1CC1)N1CCc2ccccc2C1 (stereo not drawn)
    -16% | -1% | 2% | 0.3 | 6% | -8% | -5 | -27% | 8%
COc1ccccc1NC(=O)C1CCN(S(=O)(=O)c2ccc3c(c2)CC(C)N3C(C)=O)CC1 (stereo not drawn)
    -18% | 7% | -16% | -5.4 | -23% | -5% | -9 | 8% | -14%
CS(=O)(=O)c1cccc(-c2nnc(NC(=O)CCS(=O)(=O)c3ccccc3)o2)c1
    7% | -7% | 0% | 0.8 | 0% | 2% | 0 | 20% | 10%
COc1cc(C(=O)NCC(=O)NNC(=O)CN(C)S(=O)(=O)c2ccc(Cl)cc2)cc(OC)c1OC
    2% | -7% | 1% | 0.7 | -9% | ? | 0 | 7% | -15%
FC(F)(F)c1ccc(-c2cccc3c2C2CC3CCN2C(=S)NCCc2ccccc2)cc1 (stereo not drawn)
    -18% | -5% | 1% | -0.6 | -20% | 1% | 13 | -26% | 4%
COc1ccc(C(=O)NC2CCSc3ccccc32)cc1 (stereo not drawn)
    20% | -6% | -4% | -2.4 | -2% | -11% | 2 | 10% | 1%
CC1=CS(=O)(=O)CC1Sc1nc2ccccc2[nH]1 (stereo not drawn)
    2% | 6% | -4% | -0.3 | -2% | -8% | -10 | nt | 11%
